SNCA expr inh = Primary qHTS assay for inhibitors of alpha-synuclein gene (SNCA) expression; Potency, µM (doses to about 57.2 µM), inactives show at the highest dose activity change, negative = inhibition, usual class: inhibitors; 0.17% of 140,000 active; HEK-293 SNCA-luciferase knock-in, luminescence, 24 h;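 further: potency means the concentration at half of the fitted maximal effect; plate controls were DMSO cells for no effect and cell-free wells for full effect; nearly all actives have a fitted effect of over 45% in size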
FLuc inh = Firefly luciferase inhibition profiling of diverse chemical library using quantitative high-throughput screening; purified P. pyralis luciferase, luminescence, biochemical; Luciferin 4-monooxygenase (Photinus pyralis), P08659; Potency, µM (titrated, usually from 115 µM), inactives show top-dose activity change, negative = inhibition, actives largely listed as inhibitors; 2.5% of 76,000 active; further: potency means the concentration at half of the fitted maximal effect; nearly all actives have a fitted effect of over 65% in size
Target sequence (P08659 whole entry, looked up): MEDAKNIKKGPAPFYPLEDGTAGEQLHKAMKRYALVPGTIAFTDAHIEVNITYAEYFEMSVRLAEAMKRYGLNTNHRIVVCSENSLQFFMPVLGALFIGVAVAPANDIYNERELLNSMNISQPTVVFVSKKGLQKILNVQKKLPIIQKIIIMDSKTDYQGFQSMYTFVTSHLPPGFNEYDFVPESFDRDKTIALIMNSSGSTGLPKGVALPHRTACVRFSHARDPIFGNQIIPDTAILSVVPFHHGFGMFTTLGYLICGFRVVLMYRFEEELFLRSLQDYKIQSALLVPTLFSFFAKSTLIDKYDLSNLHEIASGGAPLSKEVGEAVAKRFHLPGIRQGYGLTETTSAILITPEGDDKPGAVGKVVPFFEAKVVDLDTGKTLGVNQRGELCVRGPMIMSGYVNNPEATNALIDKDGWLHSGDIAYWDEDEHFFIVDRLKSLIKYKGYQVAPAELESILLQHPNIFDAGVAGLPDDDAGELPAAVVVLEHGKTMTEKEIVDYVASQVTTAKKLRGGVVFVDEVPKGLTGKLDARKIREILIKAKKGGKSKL
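Luminescence read by CCD imager after adding enzyme (10nM final) to wells holding compound, titrated in qHTS. Substrates 10uM each D-luciferin and ATP; buffer 50mM Tris acetate pH 7.5, 10mM Mg acetate, Tween-20, BSA.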
SNCA viab count = GF-AFC viability counterscreen for inhibitors of alpha-synuclein gene (SNCA) expression | 0.12% of 150,000 active | HEK-293-SNCA-luc viability, GF-AFC fluorescence, 24 h | Potency, µM (titrated, usually from 57.1 µM), for the others: top-dose activity change, negative = cytotoxicity, most hits filed as cytotoxic;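 further: potency means the concentration at half of the fitted maximal effect; 0% = DMSO-treated cells and -100% = medium-only wells without cells; nearly all actives have a fitted effect of over 30% in size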
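HEK-293-SNCA-luc cells (1500/well) plated 24 h, then exposed 24 h to a dilution series; GF-AFC added 30 min at 37C, fluorescence 405/540 nm; normalised to medium-only and DMSO wells, Hill fit.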
IP6K1 inh = Primary qHTS assay for small molecule inhibitors of Inositol hexaphosphate kinase 1 (IP6K1) | Inositol hexakisphosphate kinase 1 (Homo sapiens), Q92551 | IP6K1 kinase, ADP-Glo luminescence, 2 h; active compounds read low | activity change, % (series mostly up to about 58 µM) | 0.81% of 140,000 active; in the data active means activity change below about -25%
Target sequence (Q92551 whole entry, looked up): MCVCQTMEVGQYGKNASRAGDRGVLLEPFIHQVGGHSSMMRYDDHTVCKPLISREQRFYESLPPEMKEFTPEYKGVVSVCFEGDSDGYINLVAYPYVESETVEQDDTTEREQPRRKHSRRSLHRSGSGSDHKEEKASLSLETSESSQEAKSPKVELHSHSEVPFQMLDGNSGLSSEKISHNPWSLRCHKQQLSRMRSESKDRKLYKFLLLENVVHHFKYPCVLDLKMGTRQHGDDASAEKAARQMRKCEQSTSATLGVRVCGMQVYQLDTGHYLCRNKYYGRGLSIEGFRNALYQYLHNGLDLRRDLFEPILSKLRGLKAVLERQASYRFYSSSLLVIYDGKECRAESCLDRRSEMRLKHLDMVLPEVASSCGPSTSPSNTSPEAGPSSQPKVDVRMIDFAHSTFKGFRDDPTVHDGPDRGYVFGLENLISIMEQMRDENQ
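ADP-Glo luminescence measures ADP made by human IP6K1 during a 2 h RT reaction with ATP/IP6 (mix at 1.3 mM/130 uM); top library doses 57.5 and 19.1 uM final.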
GPT2 inh = Primary qHTS assay for inhibitors of Glutamate pyruvate transaminase 2 (GPT2). 0.25% of 100,000 active. Recombinant GPT2, coupled pyruvate oxidase/HRP Amplex Red fluorescence. Alanine aminotransferase 2 (Homo sapiens), Q8TD30. Potency, µM (highest dose often 57.7 µM), without a hit: at the highest dose activity change, negative = inhibition, actives largely listed as inhibitors; further: potency means the concentration at half of the fitted maximal effect; nearly all actives have a fitted effect of over 60% in size; many of its hits are not listed in these tables
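Inhibition is scored from Amplex Red fluorescence generated when pyruvate oxidase and HRP act on pyruvate released by GPT2. Reactions contain 10ng/uL enzyme, 250uM a-KG and 2mM L-alanine and run 30 min at room temperature.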
3T3 cytotox = Cytotoxic Profiling in NIH 3T3 Cell Line of Diverse Libraries Using Quantitative High-Throughput Screening. AID 1345082, 2018. 4.3% of 94,000 active. Potency, µM (titrated, usually from 96.7 µM), for inactives: at the top dose activity change, negative = cytotoxicity, most hits filed as inhibitors. NIH 3T3 viability, CellTiter-Glo ATP luminescence, 48-72 h; further: potency means the concentration at half of the fitted maximal effect; nearly all actives have a fitted effect of over 55% in size
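NIH 3T3 cells at 400 cells/well received 23 nL of compound by pintool and were incubated 48 or 72 h at 37 °C. Viability was read as ATP-coupled CellTiter-Glo luminescence.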
HEK cytotox = Cytotoxic Profiling in HEK 293 Cell Line of Diverse Libraries Using Quantitative High-Throughput Screening; Potency, µM (top dose mostly 115 µM), inactives show at the top dose activity change, negative = cytotoxicity, actives largely listed as inhibitors; HEK 293 viability, ATP luminescence (CellTiter-Glo), 48-72 h; 6.6% of 94,000 active; further: potency means the concentration at half of the fitted maximal effect; nearly all actives have a fitted effect of over 60% in size
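Viability of HEK 293 cells, plated at 250 cells/well, was judged by cellular ATP after compound treatment for 48 or 72 hr. Luminescence was imaged 10 min after CellTiter-Glo addition at room temperature.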
The depositor's hits bear a star; i = inactive; ? = inconclusive; nt = no result given; [ ] = remark or other dose. Unless noted, the call rests on the fitted dose curve; in most records, active means well fitted curve in the direction sought with a large enough effect; inconclusive means small, poorly fitted or top-dose-only effect, or another doubt; inactive means no such curve, though single readings can be large; an effect the other way counts as inactive or inconclusive. Unless noted, on the % scale 0 is the no-effect control and ±100 the full control effect. An excerpt. The share of hits here may be higher or lower than overall.

SMILES	SNCA expr inh	FLuc inh	SNCA viab count	IP6K1 inh	GPT2 inh	3T3 cytotox	HEK cytotox
Cn1cnc(S(=O)(=O)N[C@@H]2CCOC[C@H]2Oc2ccc(C(N)=O)cc2)c1	14%	6%	0%	-8	-7%	0%	3%
CN(C)c1cc2c(cc1NC(=O)c1ccc(F)cc1)n(C)c(=O)n2C	56%[activator]	nt	-9%	-15	nt	nt	nt
CCOC(=O)N1CCN(Cc2nc3cc([N+](=O)[O-])ccc3n2C(C)C)CC1	-3%	nt	5%	-10	nt	nt	nt
Cc1ccc(NC(=O)Cn2ccn3nc(-c4ccc(F)cc4)c(CO)c3c2=O)c(C)c1	-26%	12%	-10%	-5	?	?	?
CC(C)(C)n1ccc(C(=O)N2CCC3(CCCN(C4CCCC4)C3=O)C2)c1 (stereo not given)	11%	2%	-5%	-15	4%	-19%	?
COc1ccc(CCN2Cc3cc(NC(=O)Cc4ccccc4)ccc3OC(C)C2=O)cc1 (stereo not given)	-28%	-10%	-3%	22	-9%	?	?
CC1CCCCN1c1c(S(=O)(=O)c2ccc(Cl)cc2)cnc2ccccc12 (stereo not given)	?	nt	-23%	-16	nt	nt	nt
Cc1ccc(OCC(=O)Nc2ccc3nc(SCC(N)=O)sc3c2)cc1	28%	nt	0%	8	nt	nt	nt
Cc1cc(NC(=O)c2ccc3c(c2)N(C)C2CCCCN2C3=O)ccc1Br (stereo not given)	150%[activator]	?	12%[12.5 µM]	-12	-15%	-25%	?
Cc1ccc(CSc2nnc(-n3c(=O)c(C#N)cc4c(=O)n5cc(C)ccc5nc43)s2)cc1	3%	nt	6%	2	nt	nt	nt
O=C(C[C@@H]1C[C@H]2O[C@H](CNCc3ccccc3C(F)(F)F)[C@@H](O)[C@H]2O1)N1CCC(F)(F)C1	-11%	5%	2%	2	3%	-7%	i
O=c1oc2ccc3ccccc3c2cc1-c1nnc(Nc2cccc(F)c2)s1	-12%	nt	10%	15	nt	nt	nt
Cc1c(O)cccc1C(=O)N1CCCn2nc(C(=O)NCCN(C)C)cc2C1	-10%	-4%	-1%	11	-26%	i	1%
COC[C@@H]1CN(c2cnccn2)C[C@H]1C(=O)NCc1ccccc1OC	-4%	-1%	-2%	19	i	-17%	-2%
Cc1ccc(CN2CCCCC23Cc2ccccc2CNC3=O)cc1C (stereo not given)	21%	nt	-3%	-4	-2%	?	?
Cc1cc(Nc2ccc(NC(=O)c3ccc(Nc4ccnc5ccccc45)cc3)cc2)nc(N)n1	nt	nt	?	-12	2%	nt	nt
COc1ccc(NC(=O)N2CCc3c(C(=O)N(C)C)cccc32)cc1	?	0.25µM*	0%	-11	i	?	?
COc1ccc(-c2nc(C(C)C)nc3c2CCN(C(=O)c2ccccc2C)CC3)cc1	-19%	0%	-22%	11	4%	?	?
CC(C)C[C@@H]1N[C@H](C(=O)NC2CCCC2)Cc2cn(Cc3nccn3C)c3cccc1c23	?	10%[172 µM]	?	-2	-9%[88.5 µM]	89µM*	40µM*
COc1ccccc1CCC(=O)NCc1nnc2ccc(-c3ccc(C)cc3)nn12	-20%	2%	-5%	-8	i	-21%	-15%
Cc1ccccc1C(=O)N(C)Cc1ccc(-c2ccccc2)cc1	-1%[87.6 µM]	-15%[172 µM]	-5%[87.6 µM]	-13	-3%[88.5 µM]	50µM*	?
O=C1Nc2ccccc2OCC12CCN(Cc1ccccc1C(F)(F)F)CC2	-9%	0%	10%	29	?	-12%	-23%
Cc1ccccc1Nc1cnc2ccc(-c3cccc(CO)c3)nn12	7%[87.6 µM]	-25%[172 µM]	-27%[87.6 µM]	-14	-3%[88.5 µM]	?	79µM*
CCOc1cc(C2C(C(=O)OC)=C(C)NC3=C2C(=O)c2ccccc23)cc(Br)c1OCC (stereo not given)	16%	nt	-15%	25	nt	nt	nt
O=C(C1CCOCC1)N1CCOC[C@H](Oc2ccc(C(F)(F)F)cn2)C1	6%[87.6 µM]	-1%[172 µM]	6%[87.6 µM]	14	4%[88.5 µM]	-3%[138 µM]	-12%[172 µM]
COCCN1CC(C(=O)NCCOc2ccccc2)CCC1=O (stereo not given)	4%	-2%	7%	5	2%	i	2%
CCc1nc(C)c(C(=O)N2CCn3nc(C(O)Cc4ccccc4)cc3C2)o1 (stereo not given)	1%	3%	-3%	2	5%	-5%	i
CC(C)CCNC(=O)c1cnc2n1CCN(Cc1ccc(C(C)C)cc1)CC2	?	5%[172 µM]	-20%[87.6 µM]	-5	i	?	56µM*
COc1ccc(-c2nc3sc(CCNC(=O)C(=O)Nc4ccc(C)cc4C)c(C)n3n2)cc1	27%	nt	-5%	-1	nt	nt	nt
CC1CCN(C(=O)CC2Sc3ncccc3N(C)C2=O)CC1 (stereo not given)	0%	-3%	8%	2	i	i	0%
CN(Cc1csc(-c2ccccc2)n1)C(=O)CC1COCCN1 (stereo not given)	28%	-14%	0%	13	i	-13%	-20%
C=C(C)C(=O)OC1CC2(C)OC(=CC2=O)C(=C)CC2OC(=O)C(COC)C12 (stereo not given)	nt	nt	?	1	?	nt	nt
COc1cccc(CNC(=O)c2cn3cc(-c4ccc(C)cc4)sc3n2)c1	-3%	nt	5%	6	2%	?	?
CCOc1ccc(C(=O)N2CCC(n3cc(-c4nc(CC)no4)nn3)C2)cc1 (stereo not given)	6%	-5%	-13%	-1	i	?	?
COc1ccccc1-c1cn(C)c(=O)n2cc(COc3ccc(C(=O)O)cc3)nc12	-4%[87.6 µM]	1%[172 µM]	5%[87.6 µM]	-20	0%[88.5 µM]	?	?
C[C@@H](c1ccccc1)N1C(=O)[C@@H]2CN(C(=O)c3cccnc3)CCN2C1=O	0%[87.6 µM]	-1%[172 µM]	-4%[87.6 µM]	-1	i	2%[174 µM]	-5%[172 µM]

13 of the compounds above, as comma-separated lines.
Compound,SNCA expr inh,FLuc inh,SNCA viab count,IP6K1 inh,GPT2 inh,3T3 cytotox,HEK cytotox
CCOc1cc(C2C(C(=O)OC)=C(C)NC3=C2C(=O)c2ccccc23)cc(Br)c1OCC (stereo not given),16%,nt,-15%,25,nt,nt,nt
O=C(C1CCOCC1)N1CCOC[C@H](Oc2ccc(C(F)(F)F)cn2)C1,6%[87.6 µM],-1%[172 µM],6%[87.6 µM],14,4%[88.5 µM],-3%[138 µM],-12%[172 µM]
COCCN1CC(C(=O)NCCOc2ccccc2)CCC1=O (stereo not given),4%,-2%,7%,5,2%,i,2%
CCc1nc(C)c(C(=O)N2CCn3nc(C(O)Cc4ccccc4)cc3C2)o1 (stereo not given),1%,3%,-3%,2,5%,-5%,i
CC(C)CCNC(=O)c1cnc2n1CCN(Cc1ccc(C(C)C)cc1)CC2,?,5%[172 µM],-20%[87.6 µM],-5,i,?,56µM*
COc1ccc(-c2nc3sc(CCNC(=O)C(=O)Nc4ccc(C)cc4C)c(C)n3n2)cc1,27%,nt,-5%,-1,nt,nt,nt
CC1CCN(C(=O)CC2Sc3ncccc3N(C)C2=O)CC1 (stereo not given),0%,-3%,8%,2,i,i,0%
CN(Cc1csc(-c2ccccc2)n1)C(=O)CC1COCCN1 (stereo not given),28%,-14%,0%,13,i,-13%,-20%
C=C(C)C(=O)OC1CC2(C)OC(=CC2=O)C(=C)CC2OC(=O)C(COC)C12 (stereo not given),nt,nt,?,1,?,nt,nt
COc1cccc(CNC(=O)c2cn3cc(-c4ccc(C)cc4)sc3n2)c1,-3%,nt,5%,6,2%,?,?
CCOc1ccc(C(=O)N2CCC(n3cc(-c4nc(CC)no4)nn3)C2)cc1 (stereo not given),6%,-5%,-13%,-1,i,?,?
COc1ccccc1-c1cn(C)c(=O)n2cc(COc3ccc(C(=O)O)cc3)nc12,-4%[87.6 µM],1%[172 µM],5%[87.6 µM],-20,0%[88.5 µM],?,?
C[C@@H](c1ccccc1)N1C(=O)[C@@H]2CN(C(=O)c3cccnc3)CCN2C1=O,0%[87.6 µM],-1%[172 µM],-4%[87.6 µM],-1,i,2%[174 µM],-5%[172 µM]

Next part
SMILES	SNCA expr inh	FLuc inh	SNCA viab count	IP6K1 inh	GPT2 inh	3T3 cytotox	HEK cytotox
Cc1ccc(C2c3[nH]c4ccccc4c3CCN2C(=O)CCC2CCCC2)cc1 (stereo not given)	-14%	nt	15%	21	nt	nt	nt
COc1ccc(CN2CCn3c(nn(-c4ccc(Cl)cc4)c3=O)C2)cc1	7%	nt	-4%	15	?	?	?
CS(=O)(=O)c1ccc(O[C@H]2COCCN(Cc3ccc(-c4ccccc4)cc3)C2)cc1	?	9%	-16%	2	-15%	?	25µM*
Cc1cc2c(cc1S(=O)(=O)Nc1cccc(C#N)c1)OCC(=O)N2	13%	nt	-2%	5	nt	nt	nt
Cc1cc(=O)n2[nH]c(CC(=O)N3CCn4nc(C(C)O)cc4C3)nc2n1 (stereo not given)	-24%	-10%	7%	30	-7%	-1%	-2%
O=C1CCC(CCC(=O)N[C@@H]2COCC[C@@H]2Oc2ccc(F)cc2)=NN1	11%	0%	-4%	-3	i	3%	3%
Cc1ccc([S+](=O)([O-])c2nnn3c2nc(NCc2ccncc2)c2ccccc23)cc1C	46%	nt	12%	29	0%	-9%	-5%
Cc1nc(C(=O)N2CCC(c3n[nH]c(=O)n3Cc3ccccc3)CC2)c(C)o1	-24%	3%	0%	10	-13%[11.5 µM]	-5%	-17%
CCn1nccc1C(=O)N1CCCCCCN(C)C(=O)[C@@H]2CCC[C@@H]21	-5%	1%	-9%	13	i	-15%	1%
CCOc1ccc(-n2c(=O)c3c(C)c(C(=O)N(C)C)sc3n(CC(=O)Nc3c(C)cc(C)cc3C)c2=O)cc1	28%	nt	2%	6	nt	nt	nt
Cc1cccc(OCC(=O)Nc2cc(-c3ccccc3F)nn2-c2ccccc2)c1	27%	nt	-5%	17	nt	nt	nt
COCCn1c(C)cnc1CC1CCN(C(=O)NCCc2ccccc2)C1 (stereo not given)	-9%	4%	5%	-15	i	i	-10%
CCOC(=O)CSc1nc2ccccc2n2c(C)nnc12	0%	nt	-5%	-9	nt	nt	nt
COC[C@H]1CCCN1C(=O)CC[C@H]1CNC(=O)[C@@H]2[C@@H](CCN2C)N1C	?	-6%[172 µM]	-4%[87.6 µM]	2	2%[88.5 µM]	-7%[174 µM]	i
O=C(CC1CCCC1)N1CCCCCC1CN1CCCC1 (stereo not given)	?	4%	-20%	-7	i	?	?
